FECH block = human FECH heme synthesis enzyme inhibition. calls only at 10 µM (by protocol). 3.3% of 20,000 active. AID 1671448. purified FECH, Ni-mesoporphyrin absorbance 550 nm;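 active = enzyme reaction rate more than 3 SD below the solvent-only control wells on the same plate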;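 note: lower slope than DMSO wells means FECH inhibition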
Target sequence (P22830 whole entry, looked up): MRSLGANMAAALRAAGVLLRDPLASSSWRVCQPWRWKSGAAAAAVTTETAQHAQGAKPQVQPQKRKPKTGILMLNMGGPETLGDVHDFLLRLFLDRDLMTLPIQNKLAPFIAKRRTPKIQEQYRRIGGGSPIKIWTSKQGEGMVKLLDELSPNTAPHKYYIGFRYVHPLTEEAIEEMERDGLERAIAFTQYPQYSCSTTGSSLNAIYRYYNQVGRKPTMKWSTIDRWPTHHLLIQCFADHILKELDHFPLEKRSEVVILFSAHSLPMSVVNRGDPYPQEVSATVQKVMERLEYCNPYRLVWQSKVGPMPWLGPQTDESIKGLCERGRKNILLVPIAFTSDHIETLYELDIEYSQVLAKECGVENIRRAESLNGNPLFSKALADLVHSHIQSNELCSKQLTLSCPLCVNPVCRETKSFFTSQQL
Calls only. An excerpt, so the mix of outcomes need not match the whole.

Screening Cc1ccc(S(=O)(=O)NCCn2c(C(F)(F)F)nc3cccnc32)cc1Cl returned FECH block inactive.
CC(C)Cc1n[nH]c(Cn2[nH]c(=O)ccc2=O)n1 was read as FECH block inactive.
For Cc1cccc(-c2cc(Nc3ccc(Nc4ccccc4)cc3)nc(C)n2)c1 the results were FECH block inactive.
For COc1ccc(C2C=C(c3ccc(Cl)cc3)Nc3nc(N4C(=O)CCC4=O)nn32)cc1 (stereo unspecified) the results were FECH block inactive.
Screening COc1ccc(CNc2nc3nc(CN4CCCCC4C)cc(=O)n3[nH]2)cc1 (stereo unspecified) returned FECH block inactive.
For CCOc1cccc(CN2CCN(c3nnnn3-c3ccccc3)CC2)c1O the results were FECH block inactive.
For O=C(O)c1ccc(-n2c(Cc3ccccc3F)n[nH]c2=O)cc1 the results were FECH block inactive.
`CCOc1ccc(C(=O)NC2CC(=O)N(c3ccc(OCC)cc3)C2)cc1` (stereo unspecified) gave FECH block inactive.
Cn1c(=O)n(CCOc2ccccc2)c(=O)c2cnc(-c3cccs3)nc21 was read as FECH block active.
For O=C(c1cnc[nH]1)N1CCOc2c(O)cc(-c3csc4ccccc34)cc2C1 the results were FECH block inactive.
For CC(c1cccc(-c2ccc(Cn3ccnc3)cc2)c1)N(C)C (stereo unspecified) the results were FECH block inactive.
Cc1[nH]cnc1-c1nccn1Cc1cn2ccsc2n1 was read as FECH block inactive.

Grouped by structure, the entries above with four or more nitrogen atoms.
Screening Cc1ccc(S(=O)(=O)NCCn2c(C(F)(F)F)nc3cccnc32)cc1Cl returned FECH block inactive.
CC(C)Cc1n[nH]c(Cn2[nH]c(=O)ccc2=O)n1 was read as FECH block inactive.
For Cc1cccc(-c2cc(Nc3ccc(Nc4ccccc4)cc3)nc(C)n2)c1 the results were FECH block inactive.
For COc1ccc(C2C=C(c3ccc(Cl)cc3)Nc3nc(N4C(=O)CCC4=O)nn32)cc1 (stereo unspecified) the results were FECH block inactive.
Screening COc1ccc(CNc2nc3nc(CN4CCCCC4C)cc(=O)n3[nH]2)cc1 (stereo unspecified) returned FECH block inactive.
For CCOc1cccc(CN2CCN(c3nnnn3-c3ccccc3)CC2)c1O the results were FECH block inactive.
Cn1c(=O)n(CCOc2ccccc2)c(=O)c2cnc(-c3cccs3)nc21 was read as FECH block active.
Cc1[nH]cnc1-c1nccn1Cc1cn2ccsc2n1 was read as FECH block inactive.

(cont.)
`CCCc1nc(C(=O)NCc2nc3ccccc3c(=O)[nH]2)cs1` gave FECH block inactive.
COc1cccc(Cn2c(CNS(=O)(=O)c3c(C)cc(C)cc3C)nc3cccnc32)c1 was read as FECH block inactive.
Screening COc1ccc(C(=O)N2CCc3c(c(C(=O)NCc4ccccc4)nn3C)C2)cc1 returned FECH block inactive.
Screening O=C1CN(Cc2ccc(F)cc2Cl)S(=O)(=O)c2ccccc2N1Cc1ccccc1F returned FECH block inactive.
Screening Cc1ccc(Cn2c(=O)c3cnc(-c4cccs4)nc3n(C)c2=O)cc1 returned FECH block inactive.
Screening COc1ccc(N2C(=O)CCS2(=O)=O)cc1S(=O)(=O)NCCc1ccccc1 returned FECH block inactive.
For Cc1ccc(C(CNC(=O)c2cc3n(n2)CCN(C)C3)N2CCOCC2)o1 (stereo unspecified) the results were FECH block inactive.
For CC(C)c1ccc(CNC(=O)CCCc2nc3cccnc3n2Cc2ccccc2)cc1 the results were FECH block inactive.
Cc1cnc(NCCCN2CCNC(=O)C2)nc1N(C)C was read as FECH block inactive.
`COc1ccccc1NC(=O)CN1CCN(Cc2ccccc2F)S1(=O)=O` gave FECH block inactive.
Screening C=CCC1(CC=C)CCCN1C(=O)C(=O)N1CCOCC1 returned FECH block inactive.
For CCS(=O)(=O)N1CCC(n2c(C(F)(F)F)nc3cccnc32)CC1 the results were FECH block inactive.
For COc1cccc(Nc2nc(NCc3ccc(C)cc3)nc3c2cnn3-c2ccccc2)c1 the results were FECH block inactive.
For COc1cc(OC)cc(C(=O)Nc2ccccc2Sc2c(C)c(C)nc3ncnn23)c1 the results were FECH block active.
For CCS(=O)(=O)NCc1nc2cccnc2n1Cc1ccccc1Cl the results were FECH block inactive.
`O=C(C(Cc1cnc[nH]1)n1cccc1)N1CC2CC3CC1C[C@@H](C3)C2` (stereo partly specified) gave FECH block inactive.
For C(=C\c1ccccc1)/CN1CCC(n2cc(-c3ccsc3)nn2)CC1 the results were FECH block inactive.
COC(C)(C)CC(C)NCCC(=O)N1CCC(C)CC1 (stereo unspecified) was read as FECH block inactive.
`O[C@@H]1CN(CCCC2CCCC2)CC[C@H]1c1ccc2c(c1)OCO2` gave FECH block inactive.
`CC(CNc1c(-c2ccc3c(c2)CCCC3)c(=O)c1=O)c1ccccc1` (stereo unspecified) gave FECH block inactive.
Screening Cc1ccc(C)c(S(=O)(=O)NCc2nc3cccnc3n2Cc2ccccc2)c1 returned FECH block inactive.
Screening CCOc1ccc(Br)cc1S(=O)(=O)N1CCN(c2nc(C)cc(Nc3ccc(C)cc3)n2)CC1 returned FECH block inactive.
For Cc1cc(C)n2nc(CN(C(=O)C(C)C)c3ccccc3)nc2n1 the results were FECH block inactive.
COc1ccc(N2C(=O)CCS2(=O)=O)cc1S(=O)(=O)NCc1ccccc1 was read as FECH block inactive.
CCOC(=O)C1CCC(CNC(=O)N2CCN(Cc3nc4cccnc4n3-c3cccc(C)c3)CC2)CC1 (stereo unspecified) was read as FECH block inactive.
For c1ccc(Cn2nnnc2CN2CCc3onc(-c4ccccc4)c3C2)cc1 the results were FECH block inactive.
For COc1ncc(CN2CCOC(Cc3cccc4ccccc34)C2)cn1 (stereo unspecified) the results were FECH block inactive.
Screening Cc1cccc(CN2CCCN(CC(=O)Nc3ccccc3F)S2(=O)=O)c1 returned FECH block active.
For COc1ccccc1N1CCN(C(=O)CSCc2nc(-c3ccc(F)cc3)no2)CC1 the results were FECH block inactive.
Cc1cnc(NCCCn2cccn2)nc1-c1cnn(C)c1 was read as FECH block inactive.
Cc1cccc(C)c1NCc1cc(=O)n2[nH]c(NCc3ccccc3)nc2n1 was read as FECH block inactive.
O=C(c1cccc2ccnn12)N1CCc2c([nH]c3ccccc23)C1 was read as FECH block inactive.
Cc1csc(-c2ccn(CC(=O)Nc3ccn(Cc4ccccc4)n3)n2)c1 was read as FECH block inactive.
COc1ccc(NC(C)=O)cc1NC(=O)Cc1csc(NC(=O)Nc2ccccc2OC)n1 was read as FECH block inactive.
CNc1nc(N2CC[C@@H](c3ccc4ccccc4c3)[C@H](O)C2)ncc1F was read as FECH block inactive.
Screening Cc1ccc(C(=O)CN(c2nc3nc(C)cc(C)n3n2)S(=O)(=O)c2ccc(C)cc2)cc1 returned FECH block inactive.
Screening COc1ccc(-c2cc3n(n2)CCC(=O)N3Cc2ccc(C(=O)NCCc3ccco3)cc2)cc1 returned FECH block inactive.
`CNC(=O)C1CCC(Cn2c(=O)c3sccc3n(CC(=O)NCc3ccccc3)c2=O)CC1` (stereo unspecified) gave FECH block inactive.
Screening COc1ccc(Cc2nncn2C(C)c2ccccc2)cc1 (stereo unspecified) returned FECH block inactive.
`CN1CCN(C(=O)C2CCN(c3ccc(-c4cccs4)nn3)CC2)CC1` gave FECH block inactive.
Screening Cc1ccc(C2(O)CCN(C(=O)Cc3ccccc3C)CC2)nc1 returned FECH block inactive.
CN(C)c1nc2ncnc(SCC(=O)Nc3ccc(F)cc3F)c2s1 was read as FECH block inactive.
Screening Fc1ccc(-c2[nH]ncc2CN(Cc2ccccn2)CC2CCCO2)cc1 (stereo unspecified) returned FECH block inactive.
CCc1nccc(CN2CCCC(CNC(=O)c3ccc[nH]3)C2)n1 (stereo unspecified) was read as FECH block inactive.
Screening Cc1ccccc1-c1nc(CSc2nc(C)c(CCO)c(=O)[nH]2)c(C)o1 returned FECH block inactive.
Screening COc1ccc(-n2c(CN3CCN(S(=O)(=O)c4ccc(F)c(Cl)c4)CC3)nc3cccnc32)cc1 returned FECH block inactive.
`CC(C)C[C@@H](N)C(=O)N(Cc1nccn1C)C1CC1` gave FECH block inactive.
Screening COc1ccc2nc(CNC3CCC(=O)N(Cc4ccccc4)CC3)[nH]c2c1 (stereo unspecified) returned FECH block inactive.
COc1cc(-n2c(CO)nc3ccccc32)ccc1NC(C)=O was read as FECH block inactive.
For CN(C)C(=O)c1ccc2c(c1)N(CC(N)=O)C(=O)C1CCCCN21 (stereo unspecified) the results were FECH block inactive.
COC(=O)c1c(NC(=O)c2c(F)cccc2F)sc2c1CCN(C(C)C)C2 was read as FECH block inactive.
For COc1cccc(CCNS(=O)(=O)c2cc(N3C(=O)CCS3(=O)=O)ccc2OC)c1 the results were FECH block inactive.
Screening COc1ccccc1N(Cc1nc2nc(C)cc(C)n2n1)S(=O)(=O)c1ccc(C)cc1 returned FECH block inactive.
For Cc1ccc(NC(=O)C2CCN(c3ccc(-c4cccs4)nn3)CC2)nc1 the results were FECH block inactive.
Screening COc1ccc(NC(=O)CN2CCCN(Cc3cccc(C)c3)S2(=O)=O)c(OC)c1 returned FECH block inactive.
Screening O=c1c2c3c(sc2ncn1CCc1cnn(-c2ccccc2)c1)CNCC3 returned FECH block inactive.
`CCc1ccc(-n2c(Cc3nc(C)cs3)n[nH]c2=O)cc1` gave FECH block inactive.
For CN1CCC2(CC1)CN(C(=O)CN1CCc3ccccc3C1)CCCN2C the results were FECH block inactive.
Screening CCN1C(SCC(=O)N2CCCC2)=NS(=O)(=O)c2ccccc21 returned FECH block active.
Cc1nc(C)c(-c2nccn2-c2ccc3cn[nH]c3c2)s1 was read as FECH block inactive.

Brought forward from above: three compounds, then new ones.
For CN1CCC2(CC1)CN(C(=O)CN1CCc3ccccc3C1)CCCN2C the results were FECH block inactive.
Screening CCN1C(SCC(=O)N2CCCC2)=NS(=O)(=O)c2ccccc21 returned FECH block active.
Cc1nc(C)c(-c2nccn2-c2ccc3cn[nH]c3c2)s1 was read as FECH block inactive.
Screening CCC(C)N(Cc1cccnc1)C(=O)c1ccc2nc(C)[nH]c2c1 (stereo unspecified) returned FECH block inactive.
`CCCc1ccc(S(=O)(=O)NCc2nc3cccnc3n2C2CCCC2)cc1` gave FECH block inactive.
Screening CS(=O)(=O)c1ccc(CN2CC(c3ccccn3)C2)cc1 returned FECH block inactive.
For Cc1ccc(C)c(NC(=O)CCc2nc(-c3cc4ccc(C)cc4[nH]c3=O)no2)c1 the results were FECH block inactive.
`CCN(CC)CCn1ccnc1-c1ccc(C(=O)O)cc1` gave FECH block inactive.
`Cc1ccc(NC(=O)CN2CCCN(Cc3ccc(Cl)cc3)S2(=O)=O)c(C)c1` gave FECH block inactive.
Screening O=C(Nc1ccccc1Oc1ccccc1)N1C[C@@H]2CNC[C@]2(C(=O)O)C1 returned FECH block inactive.
`O=C(Cn1nc(N2CCN(c3ccc(F)cc3)CC2)ccc1=O)NCc1ccccc1F` gave FECH block inactive.
Screening Cc1nn(C)c(C)c1-c1ccnc(NC(C)c2ccc(F)cc2)n1 (stereo unspecified) returned FECH block inactive.
`CC(C)C1=NOC(C(=O)N(C)Cc2nncn2C(C)C)C1` (stereo unspecified) gave FECH block inactive.
COc1cccc(F)c1-c1cnccc1C was read as FECH block inactive.
CCOc1ccc(OCC)c(S(=O)(=O)N2CCN(c3nc(C)cc(Nc4ccccc4)n3)CC2)c1 was read as FECH block inactive.
`CCc1ccc(NCc2cc(=O)n3[nH]c(NCc4ccccc4)nc3n2)cc1` gave FECH block inactive.
`Cc1ccc(C)c(CN2CCC(CNC(=O)c3cccc(=O)[nH]3)C2)c1` (stereo unspecified) gave FECH block inactive.
`CCCc1c(C)nc2ncnn2c1Sc1ccc(NC(=O)c2cccc(F)c2)cc1` gave FECH block inactive.
`Cc1cc(-c2nccn2CCN2CCN(c3ncccn3)CC2)cc(C)c1O` gave FECH block inactive.
Cc1ccc(SC2CCN(Cc3ccc(CO)o3)CC2)cc1 was read as FECH block inactive.
Screening Cc1nc2nc(N(CCOc3ccccc3)S(=O)(=O)c3ccc(Cl)cc3)nn2c(C)c1Cl returned FECH block inactive.
CCOc1ccccc1-c1nc(CSc2nc(-c3ccc(OC)cc3)cc(=O)[nH]2)c(C)o1 was read as FECH block inactive.
Screening CC1CCCCC1NC(=O)C1CCN(c2ncnc3c2nc2n3CCCCC2)CC1 (stereo unspecified) returned FECH block inactive.
`CCOc1ccc(-c2cc(C(=O)Nc3ccc(S(N)(=O)=O)cc3)no2)cc1` gave FECH block active.
O=C(CC1CCN(S(=O)(=O)c2ccccc2)CC1)N1CCN(c2ccccc2)CC1 was read as FECH block inactive.
`Cc1ccccc1S(=O)(=O)NCc1nc2cccnc2n1C1CC1` gave FECH block inactive.
For COc1ccc(N2C(=O)CCS2(=O)=O)cc1S(=O)(=O)Nc1ccc(C(C)=O)cc1 the results were FECH block inactive.
Screening CN(Cc1cc2cc(F)ccc2[nH]1)C(=O)C1CNCCO1 (stereo unspecified) returned FECH block inactive.
`CCOc1ccccc1NC(=O)CCNC1CCS(=O)(=O)C1` (stereo unspecified) gave FECH block inactive.
